RSV antiviral HEp-2 – RSV antiviral activity via CPE protection, HEp-2 cells, primary 10 µM value included (AID 2391) | one-dose CPE inhibition, % at 10 µM; IC50 in µM for titrated hits | hit rate 0.13% among 310,000 | HEp-2 cells, RSV-induced CPE inhibition; higher % means a stronger effect; in the data active = a potency from the dose series; inconclusive = CPE inhibition mostly from about 23% at the one dose, without a potency; inactive = the rest, 99 in 100 with CPE inhibition below about 21%; note: strong numbers were not always called active
ER stress rescue – protection against thapsigargin-triggered cell killing – 384-well, CSM14.1, ATP luminescence, primary screen (AID 1222). CSM14.1 thapsigargin-induced death rescue, ATP luminescence; higher % means a stronger effect. one-dose cellular ATP content (survival), % at 20 µM; EC50 in µM for titrated hits. 190,000 tested, under 10 active;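 active = EC50 below 50 µM in the dose-response confirmation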;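 note: death triggered by thapsigargin at about 15 µM added after 2 h compound pretreatment; cell ATP read after overnight thapsigargin exposure of roughly 18 to 22 hours; normalized against plate controls of thapsigargin alone and 5% DMSO vehicle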
Large T inhibition – SV40 large T antigen inhibitors, biochemical (AID 1903); SV40 large T antigen ATPase/helicase inhibition assay; higher % means a stronger effect; inhibition, % at 20 µM; hits with a dose series show IC50 in µM; hit rate 0.39% among 310,000; in the data active = a potency from the dose series; inconclusive = inhibition mostly from about 32% at the one dose, without a potency; inactive = the rest, 99 in 100 with inhibition below about 32%; note: strong numbers were not always called active
TNAP activators – stimulation of alkaline phosphatase TNAP activity – biochemical, luminescent, no phosphate acceptor, uHTS, primary screen (AID 1001); activation fold at 20 µM, or EC50 in µM where a hit was titrated; hit rate 0.03% among 200,000; purified TNAP, luminescent activation assay, no phosphate acceptor; higher activation fold means a stronger effect; in the data active = activation fold from about 3, or a potency from the dose series; inactive = the rest, 99 in 100 with activation fold below about 1.6; note: many of its hits are not listed in these tables
Salmonella PhoP GFP – PhoP-dependent GFP reporter repression – Salmonella Typhimurium, primary screen (AID 1863). S. Typhimurium PhoP-regulated promoter GFP reporter, 4 h; higher % means a stronger effect. one-dose inhibition, % at 50 µM; IC50 in µM for titrated hits. hit rate 0.16% among 300,000;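 active = inhibition over 29.93%, a cutoff 3 SD above the screen mean, later confirmed by dose response; inconclusive = inhibition over 29.93% but no dose response follow-up; inactive = inhibition at most 29.93% or unconfirmed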;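 note: 0% = low Mg2+ inducing control and 100% = high Mg2+ repressing control; strong numbers were not always called active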
Insulin prom up – MIN6 insulin promoter up-regulation. hit rate 0.3% among 190,000. MIN6 insulin promoter-GFP reporter, high-content imaging; hits give high values. z-score at 5 µM;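 active = z-score above 3 at 5 µM with at least 500 cells counted in the well; inconclusive = wells under 500 cells, flagged as cytotoxic or low count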
West Nile antiviral – West Nile virus antiviral activity, cell-based, CPE readout (AID 1621); West Nile virus-infected cells, CPE inhibition; higher % means a stronger effect; CPE inhibition, % at 10 µM, or IC50 in µM where a hit was titrated; hit rate 0.02% among 290,000; in the data active = a potency from the dose series; inconclusive = CPE inhibition mostly from about 3.7% at the one dose, without a potency; inactive = the rest, 99 in 100 with CPE inhibition below about 2.2%; note: strong numbers were not always called active
human PMI inhibition – MPI enzyme activity inhibition – biochemical, fluorescence intensity, coupled assay, primary screen (AID 1209). hit rate 0.42% among 190,000. purified PMI enzyme, coupled fluorescence intensity; higher % means a stronger effect. one-dose inhibition, % at 20 µM; IC50 in µM for titrated hits;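 note: plate controls were DMSO vehicle for no effect and wells lacking substrate for full effect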
human PMI inhibitors – MPI inhibition at elevated mannose 6-phosphate – biochemical, fluorescence intensity, high mannose 6-phosphate, primary screen (AID 1220); recombinant PMI enzyme, coupled fluorescence intensity; higher % means a stronger effect; hit rate 0.66% among 190,000; inhibition, % at 20 µM; hits with a dose series show IC50 in µM
Insulin prom up cell count – second read-out of Insulin prom up, no call of its own (marks repeat the call); cell count; measured here: cytotoxicity, nuclei count;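 total cells summed across four imaged fields per well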
* hit, by the source's call; ? = inconclusive; / = not tested or not shown. Cut-off read from the data, not from the text of the source, unless noted: active = inhibition above about 50%; inactive = the rest.

Compound	RSV antiviral HEp-2	ER stress rescue	Large T inhibition	TNAP activators	Salmonella PhoP GFP	Insulin prom up	Insulin prom up cell count	West Nile antiviral	human PMI inhibition	human PMI inhibitors
CC(Oc1ccccc1Cl)C(=O)Nc1ccccc1C(=O)N1CCOCC1 (centres undefined)	1.1%	/	15%	/	-2%	/	/	-0.1%	/	/
CC(C)NCC(=O)NC12CC3CC(CC(C3)C1)C2	-1.5%	-2.0%	0%	1.1	1%	0.4	809	/	3%	-2%
COc1ccc(CC(=O)N(Cc2ccccc2)c2ccc(C)cc2)cc1OC	10%	/	23%	/	1%	/	/	-1.0%	/	/
COC(=O)CCCC(=O)Nc1ccc(Br)cc1	0.6%	-1.0%	23%	1.1	-1%	0.35	1136	-0.1%	0%	12%
CC(C)=C1SC(N2CCN(c3ccc(C)cc3)CC2)=NC1=O	3.1%	-0.4%	6%	1.1	-12%	0.09	1174	0.0%	-8%	9%
CC(C)OCC1CC(CC(=O)Nc2ccc([N+](=O)[O-])cc2)C(=O)O1 (centres undefined)	0.2%	-1.8%	/	1	/	0.25	1656	-0.2%	3%	0%
O=C(O)Cn1c(CCS(=O)(=O)c2ccc(Br)cc2)nc2ccccc21	1.2%	1.7%	22%	1.1	4%	0.1	1470	0.9%	-6%	5%
NC(=O)COC(=O)c1c2c(nc3ccccc13)CCCCC2	1.5%	-0.6%	7%	1	-4%	0.21	1356	-0.1%	-5%	-1%
Cc1cccc(OCCCn2c(CO)nc3ccccc32)c1	-0.5%	/	7%	/	-1%	/	/	0.1%	/	/
Cc1[nH]c(=O)c(C#N)cc1-c1ccccc1	19%	-1.4%	-5%	1.1	7%	0.11	1913	0.6%	12%	10%
O=C(CCCn1cc([N+](=O)[O-])cn1)Nc1ccc2c(c1)OCO2	3.0%	/	4%	/	2%	/	/	-0.3%	/	/
CCCCC(=O)Nc1ccc(S(=O)(=O)Nc2nccc(C)n2)cc1	0.0%	0.0%	5%	1.1	-7%	1.3	1573	0.6%	-11%	-4%
COC(=O)c1sc2ccccc2c1NC(=O)c1ccc(S(=O)(=O)N2CCCCC2)cc1	1.7%	5.0%	-2%	1.1	-1%	0.05	1525	-0.4%	-3%	-7%
C/C(=C(\C#N)C(=O)NC1CCCCC1)N(C)C	1.9%	-1.8%	14%	1	-13%	0.42	1378	-0.1%	13%	10%
CCOc1ccc(OCc2ccc(C(=O)N/N=C(\C)c3ccccn3)cc2)cc1	-3.4%	/	12%	1.1	2%	?	/	?	-29%	-42%
CCCN(CCC)C(=O)c1c(C)[nH]c(C(=O)OCC)c1C	1.0%	/	1%	1.1	11%	-0.28	1350	0.8%	5%	4%
Cc1ccc(NC(=O)[C@@H]2CCCN2C(=O)[C@@H]2Cc3ccccc3CN2)c(C)c1	1.3%	/	11%	/	-8%	/	/	-0.2%	/	/
CCCCCOc1ccc(CSC2=NCCN2)cc1[N+](=O)[O-]	3.1%	-0.7%	13%	1	23%	-0.75	998	-0.9%	-8%	-2%
CC(=O)c1c(C)oc2ccc(N(C(C)=O)S(=O)(=O)c3cccc([N+](=O)[O-])c3)cc12	10%	4.6%	-6%	1	-1%	/	/	-0.2%	-18%	3%
N#Cc1nc(COc2ccc(Br)cc2)oc1N1CCN(Cc2ccccc2)CC1	/	0.5%	-2%	1.1	3%	-1.3	1414	-0.3%	13%	11%
CCCOc1ccc(/C=N/NC(=O)c2ccc(Cn3cc([N+](=O)[O-])cn3)o2)cc1	1.8%	1.9%	6%	1.1	1%	-0.47	1209	/	4%	-9%
O=C(Nc1ccccc1F)N1CCC(NC(=O)C23CC4CC(CC(C4)C2)C3)CC1	1.6%	/	-1%	/	3%	/	/	-0.3%	/	/
NS(=O)(=O)c1cccc(NC(=O)c2ccno2)c1	0.2%	/	8%	/	7%	/	/	0.0%	/	/
COC(=O)c1[nH]c2cccc(OC)c2c1NC(=O)CN1CC(C)OC(C)C1 (centres undefined)	0.0%	-0.7%	8%	0.9	-4%	-0.62	1006	-0.2%	0%	4%
N/C(=N\OC(=O)Cc1cccs1)c1cccc([N+](=O)[O-])c1	1.2%	-0.8%	4%	1.2	0%	0.14	1366	-0.4%	12%	13%
CCOc1cccc(NC(=O)CSc2sc3c(O)cc(=O)[nH]c3c2C#N)c1	1.1%	/	11%	/	5%	/	/	0.0%	/	/
Cc1ccc(S(=O)(=O)N2CCCC2=O)c(C)c1N(C)S(C)(=O)=O	3.3%	/	7%	/	-3%	/	/	-1.0%	/	/
O=[N+]([O-])c1cc(S(=O)(=O)C(F)(F)F)ccc1N1CCN(c2ccccc2)CC1	4.1%	-0.6%	12%	1.1	-2%	-0.61	1301	-1.8%	18%	8%
CC(=O)c1c(C)[nH]c(C(=O)Nc2cccc3ccccc23)c1C	4.5%	/	18%	/	-5%	/	/	-1.4%	/	/
Fc1ccccc1Nc1nc(Cl)nc(Cl)n1	1.9%	-2.0%	6%	1.1	1%	0.06	1262	0.2%	-32%	-36%
CCS(=O)(=O)c1ccc2c(c1)N(S(C)(=O)=O)CC(C(=O)NC1CC1)O2 (centres undefined)	-0.7%	-0.9%	0%	1.1	0%	-0.37	1604	-0.1%	-2%	-6%
COC(=O)c1ccc(NC(=S)NC2CCc3ccccc32)cc1 (centres undefined)	4.2%	-1.0%	-3%	1	2%	1.6	1411	0.3%	14%	8%
CCOC(=O)c1sc2nc(-c3cccnc3)ccc2c1N	3.0%	-3.7%	17%	1.1	-9%	-0.21	1405	0.5%	11%	4%
Cc1nc(-c2ccccc2)sc1C(N)=O	3.4%	-1.3%	2%	1.1	2%	0.12	1205	0.6%	3%	8%
Cn1cccc1Cc1nnc(SCC(=O)N2CCOCC2)n1-c1ccc(F)cc1	1.6%	/	8%	1.1	11%	/	/	0.2%	10%	8%
COc1ccc2c(c1)CCc1c-2n[nH]c1C(=O)O	2.5%	-3.1%	7%	0.1	-5%	-0.52	1207	1.6%	12%	9%
CCCOc1ccc(N2C(=O)CC(N3CCN(CCN=CC4=C(O)CC(C)(C)CC4=O)CC3)C2=O)cc1 (centres undefined)	1.1%	0.5%	16%	1	15%	0.4	1544	0.6%	10%	11%
COC(=O)CN(c1ccc(OC)c(OC)c1)S(C)(=O)=O	1.0%	-0.8%	7%	1.1	5%	-0.93	1341	0.6%	4%	0%
COc1ccc2sc(/C=C/c3ccccc3O)[n+](C)c2c1	/	-1.0%	?	0.5	-7%	0.28	1630	-0.8%	4%	9%
O=C(NNc1c2ccccc2nc2ccccc12)c1ccccc1O	15%	-1.4%	8%	1	46%	-0.91	1070	?	-17%	-24%
COc1ccc(OCc2nnc(SCC(=O)N3CCCC3)o2)cc1	-0.2%	/	-8%	/	8%	/	/	-0.1%	/	/
O=C(NC(=S)N1CCc2ccccc21)c1ccco1	-2.0%	-0.9%	2%	1	7%	0.12	1248	0.4%	/	/
COc1cc(Cl)c([C@@H]2C[C@H]3CN(c4ccccc4)C(=O)[C@]34CCCN24)cc1OC	6.3%	0.4%	5%	1.1	10%	/	/	-0.3%	8%	9%
Cc1[nH]nc(SCC(=O)NCc2ccc(F)cc2)c1[N+](=O)[O-]	2.5%	-3.1%	3%	1.1	14%	-0.12	1517	0.1%	3%	0%
O=C(N/N=C/c1cccc(C(F)(F)F)c1)c1ccccc1O	10%	-0.3%	11%	1.1	-9%	0.03	1131	0.6%	-14%	-7%
O=C(Cc1ccc(Cl)cc1)NC1CCCCCC1	1.0%	/	8%	/	0%	/	/	-0.8%	/	/
O=C(N/N=C/c1ccc(OCc2ccccc2)cc1)c1cc[n+](Cc2ccccc2)cc1	0.0%	-2.1%	1%	0.9	14%	-0.17	1583	-0.1%	-23%	-17%
Cc1ccc2nc(NCc3ccccc3)c(C=O)c(=O)n2c1	0.8%	0.1%	3%	1.1	8%	0.75	1283	-1.0%	-18%	-12%
CCNC(=O)/C(C#N)=C/c1c(N2CCCCCC2)nc2ccccn2c1=O	7.2%	/	19%	/	4%	/	/	-0.6%	/	/
Cc1ccc(NC(=O)Cc2nnc(SCC(=O)c3ccc(Br)cc3)n2C)cc1Cl	-2.5%	-0.1%	-1%	1.1	-9%	0.62	999	/	-15%	-16%

The results go on.
Compound	RSV antiviral HEp-2	ER stress rescue	Large T inhibition	TNAP activators	Salmonella PhoP GFP	Insulin prom up	Insulin prom up cell count	West Nile antiviral	human PMI inhibition	human PMI inhibitors
CCOC(=O)C1(Cc2ccc(OC)cc2)CCN(C(=O)CCc2cnccn2)CC1	2.3%	/	4%	/	-4%	1	1151	-0.8%	/	/
CC(=O)c1ccc(N2CCN(c3ccc(C(N)=O)cc3[N+](=O)[O-])CC2)cc1	?	-2.6%	13%	0.9	-1%	0.51	1505	-0.4%	-10%	-10%
CC(C)NC(=O)c1ccccc1S(=O)(=O)c1ccccc1C#N	4.7%	0.5%	9%	1.1	-9%	-0.15	1375	-0.2%	-1%	4%
CCOC(=O)c1ccc(NC(=O)COc2ccccc2OC)cc1	2.0%	0.2%	11%	1.1	6%	/	/	-0.3%	8%	10%
O=C(O)CCC(=O)Nc1ccccc1C(=O)NCc1ccccc1	0.8%	0.3%	6%	1.1	-2%	-0.03	1472	-0.2%	-6%	-7%
CCOc1ccc2[nH]c(=O)c(CN(CC3COCCO3)C(=O)C3CC3)cc2c1 (centres undefined)	2.1%	-0.1%	-10%	1	5%	0.02	1083	/	-5%	12%
O=C(NCc1nc2ccccc2[nH]1)c1cccc(S(=O)(=O)N2CCCC2)c1	0.6%	-0.9%	7%	1.2	10%	/	/	/	-2%	-8%
O=C(Nc1ccc2nc(-c3ccc4nc[nH]c4c3)[nH]c2c1)c1cccs1	1.8%	-2.9%	6%	1.7	4%	-0.26	1583	1.0%	8%	4%
CCn1ncc([N+](=O)[O-])c1C(=O)Nc1nc2cccc(C)c2s1	-0.9%	0.5%	28%	1.1	2%	-0.41	1692	0.6%	1%	2%

Assay outcomes from PubChem.
